# GPR55 LPI antagonism = GPR55 antagonists blocking LPI-driven arrestin recruitment, primary screen, imaging, U2OS, beta-arrestin-GFP, LPI agonist (AID 2013). G-protein coupled receptor 55 (Homo sapiens). U2OS GPR55 beta-arrestin-GFP translocation imaging, LPI antagonism; higher % means a stronger effect. inhibition, % at 10 µM; hits with a dose series show IC50 in µM. hit rate 0.13% among 290,000;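 active means spots per cell inhibited over 60%, with over 100 cells counted and total cytoplasm intensity under 500,000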;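 further: U2OS cells stably carrying GPR55 and arrestin-GFP stimulated by 5 µM LPI near EC80; imaged beta-arrestin-GFP aggregate spots per cell after agonist stimulation; plate controls were LPI-stimulated DMSO wells for no effect and DMSO wells without LPI for full effect; some results filed as inactive read as strong as hits; confirmed hits need IC50 under 10 µM and bright autofluorescent wells are also inconclusive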
# SV40 large T antigen = SV40 large T antigen inhibitors, biochemical (AID 1903) | SV40 large T antigen ATPase/helicase inhibition assay; higher % means a stronger effect | inhibition, % at 20 µM, or IC50 in µM where a hit was titrated | hit rate 0.39% among 310,000; in the data active means a potency from the dose series; further: strong numbers were not always called active
# HIV fusion peptide = inhibitors of HIV fusion peptide binding, primary screen, biochemical, uHTS, fluorescence dequenching (AID 1986). cell-free peptide binding, fluorescence dequenching, 30 min; higher % means a stronger effect. inhibition, % at 20 µM; hits with a dose series show IC50 in µM. hit rate 0.3% among 290,000; in the data active means inhibition mostly above about 52%, no sharp cut-off; inactive means mostly below about 76%; further: some results filed as inactive read as strong as hits
# Rac1 GTP hydrolysis = MgcRacGAP GTPase-activating activity inhibitors, confirmation, biochemical, ADP Hunter fluorescence; Rac GTPase-activating protein 1 (Homo sapiens); MgcRacGAP-stimulated Rac1 GTP hydrolysis, ADP Hunter fluorescence; higher % means a stronger effect; GST-tagged Rac1 F28L mutant substrate; inhibition, % at 30 µM; hits with a dose series show IC50 in µM; hit rate 0.6% among 340,000;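 active means first-screen hits whose inhibition reached a set limit at any dose in the follow-up dose series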;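 further: fluorescence reports GDP produced by GAP-driven GTP hydrolysis; strong numbers were not always called active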
# HEK293 NOD2/NF-kB = NOD2 signaling inhibitors, cell-based, luminescence, uHTS, HEK293 (AID 1566). HEK293 NOD2/NF-kB luciferase reporter, luminescence; higher % means a stronger effect. inhibition, % at 4 µM; hits with a dose series show EC50 in µM. hit rate 0.63% among 290,000; further: many of its hits are not listed in these tables
# NOD1 NF-kB reporter = NOD1 signaling inhibitors, primary screen, cell-based, luminescence, uHTS (AID 1578) | NOD1-driven NF-kB luciferase reporter cells, luminescence; higher % means a stronger effect | inhibition, % at 4 µM; hits with a dose series show EC50 in µM | hit rate 1% among 290,000; in the data active means inhibition mostly above about 36%, no sharp cut-off; inactive means mostly below about 34%;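 further: HEK-293T reporter cells stimulated with the NOD1 agonist gamma-tri-DAP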
# KOR beta-arrestin-1 = KOR antagonists, beta-arrestin recruitment, cell-based, luminescence, uHTS (AID 1778); Kappa-type opioid receptor (Homo sapiens); KOR beta-arrestin recruitment, luminescence, antagonist mode; higher % means a stronger effect; inhibition, % at 10 µM; hits with a dose series show IC50 in µM; hit rate 0.091% among 290,000; further: strong numbers were not always called active
# KOR beta-arrestin-2 = KOR agonists, beta-arrestin recruitment, primary screen, cell-based, luminescence, uHTS (AID 1777); KOR beta-arrestin recruitment, luminescence; higher % means a stronger effect; one-dose activation, % at 10 µM; EC50 in µM for titrated hits; Kappa-type opioid receptor (Homo sapiens); hit rate 0.02% among 280,000; in the data active means activation above about 50%, passing the limit was not always enough; further: a part of the inactive calls stands beside numbers as strong as those of hits
# GPR55 beta-arrestin = GPR55 agonists via beta-arrestin recruitment, primary screen, imaging, U2OS cells, beta-arrestin-GFP redistribution (AID 1961). G-protein coupled receptor 55 (Homo sapiens). U2OS GPR55 beta-arrestin-GFP redistribution imaging; higher % means a stronger effect. activation, % at 10 µM; hits with a dose series show EC50 in µM. hit rate 0.048% among 290,000;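 active means activation above 40% with more than 50 cells counted in the well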;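 further: U2OS osteosarcoma cells stably expressing GPR55 and beta-arrestin-GFP; plate controls were DMSO negative control for no effect and LPI positive control for full effect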
# Numbers without * were called inactive; · = no result given; & = joins results of further samples; [ ] = dose if it differs, or a comment. Unless noted, no stated cut-off is given here; in the data, active means inhibition above about 50%; inactive means the rest. Only part of the results is shown; the hit share may differ from the screen's.
SMILES,GPR55 LPI antagonism,SV40 large T antigen,HIV fusion peptide,Rac1 GTP hydrolysis,HEK293 NOD2/NF-kB,NOD1 NF-kB reporter,KOR beta-arrestin-1,KOR beta-arrestin-2,GPR55 beta-arrestin
O=C(NCC(c1ccco1)N1CCCC1)c1ccccc1F (configuration not stated),6%,2%,0.8%,-1%,-5%,-27%,2%,0.1%,0.3%
CC(C)n1cc(CN2CCC(Oc3ccc(C(=O)N4CCCCC4)cc3)CC2)cn1,3%,10%,-0.7%,8%,-19%,-20%,-22%,2.8%,-0.1%
Nc1cc(Cl)ccc1N1CCOCC1,-11%,13%,-1.6%,3%,-6%,-45%,26%,2.4%,0.5%
CN(C)CCC(c1ccc(Cl)cc1)c1ccccn1 (configuration not stated),-5%&11%,3%&13%&2%&5%,-1.3%&-0.9%,1%&3%,2%&6%,-14%&-20%,13%&1%,-2.0%&-0.4%,-0.5%&0.1%
CCC(C)c1ccc(NC(=O)C2CCN(c3ncccn3)CC2)cc1 (configuration not stated),0%,7%,2.1%,-9%,19%,-11%,-10%,-0.1%,-0.4%
COC(=O)Cn1c(CN2CCOCC2)nc2c1c(=O)[nH]c(=O)n2C,-16%,-2%,0.1%,4%,-4%,11%,-42%,-1.0%,-0.1%
COc1cccc(/C=c2\s/c(=C/C(=O)c3ccc(C)cc3)[nH]c2=O)c1OC,16%,2%,4.7%,-1%,8%,-3%,32%,-3.4%,-0.6%
COC(=O)c1cccc(NC(=O)Cn2cnc3c2c(=O)n(C)c(=O)n3C)c1,0%,·,-2.8%,0%,13%,12%,·,·,-0.1%
Cc1ccc(C(CC(=O)c2ccc(Cl)cc2)C(=O)O)cc1 (configuration not stated),0%,22%,0.6%,12%,2%,-35%,4%,-0.3%,-0.5%
CN1C[C@@H]2C(c3ccc(Cl)nc3)C3(c4ccccc4)CC2(C3)[C@H]1c1ccccc1 (some centres not stated),-1%,10%,-0.5%,14%,3%,-2%,-23%,4.0%,-0.1%
CC1=C(C(=O)Nc2ccccc2F)C(c2ccsc2)C2=C(CC(c3ccccc3)CC2=O)N1 (configuration not stated),8%,0%,1.9%,1%,22%,14%,4%,-0.8%,0.2%
CCCCC(O)(CCCC)C(=O)NN(C(=O)CCl)c1ccccc1,7%,2%,-0.6%,5%,-30%,8%,21%,-2.7%,-0.1%
O=C(Oc1ccccc1)N(c1ccccc1)c1ccccc1,11%,0%,-0.5%,·,2%,9%,-17%,0.3%,-0.1%
O=C(CS(=O)CC(=O)Nc1ccccc1-c1ccccc1)Nc1ccc(F)cc1 (configuration not stated),-9%,6%,2.7%,3%,7%,23%,13%,0.1%,0.2%
COc1ccccc1CN1C[C@@H]2C[C@@H](C3=Cc4cccc(OC)c4OC3)N3CCC[C@@]23C1=O,-7%,6%,0.4%,2%,-4%,-36%,-21%,-0.6%,0.0%
CCOC(=O)c1[nH]c2ccccc2c1NC(=O)c1ccc(Br)o1,4%,5%,-1.7%,-1%,15%,-10%,6%,-6.9%,0.0%
O=C(O)c1ccc(CSc2ncn[nH]2)cc1,6%,2%,-1.2%,6%,16%,-6%,22%,-5.5%,0.2%
O=C(NCCc1csc(-c2ccccc2)n1)c1ccccc1F,-3%,5%,-1.7%,12%,-41%,28%*,37%,2.5%,-0.3%
Cc1cc(C(F)(F)F)nn1Cc1n[nH]c(=S)n1Cc1ccccc1,-3%,10%,2.0%,8%,19%,-13%,13%,-9.2%,0.7%
COc1ccc(C(CC(=O)N2CCN(c3ccccc3)CC2)c2c(OC)cc(OC)c3ccc(=O)oc23)cc1 (configuration not stated),6%,7%,0.4%,6%,-4%,5%,13%,8.1%,-0.1%
O=C(CC1S/C(=N/N=C2CCCCCC2)NC1=O)Nc1ccc(Br)cc1F (configuration not stated),-14%,23%,1.5%,7%,2%,25%,30%,-5.5%,-0.1%
COc1ccc(N(CCN2C(=O)c3ccccc3C2=O)C(=O)c2cccc([N+](=O)[O-])c2)cc1,11%,8%,-1.4%,9%,-3%,28%,-28%,5.5%,-0.2%
Cc1cc(C)cc(NC(=O)C(OC(=O)C2=COCCO2)c2ccccc2)c1 (configuration not stated),4%,15%,-3.0%,6%,-10%,7%,-8%,4.1%,-0.5%
CCCCc1c(C)c2cc(C)ccc2[nH]c1=O,0%,-5%,0.4%,9%,-5%,-30%,-6%,4.2%,-0.1%
COc1ccccc1N1CCN(C2CCCN(C(=O)Cn3cccn3)C2)CC1 (configuration not stated),0%,7%,-1.4%,9%,10%,-11%,14%,7.6%,-0.1%

# More structures.
SMILES,GPR55 LPI antagonism,SV40 large T antigen,HIV fusion peptide,Rac1 GTP hydrolysis,HEK293 NOD2/NF-kB,NOD1 NF-kB reporter,KOR beta-arrestin-1,KOR beta-arrestin-2,GPR55 beta-arrestin
CN1/C(=C\C(=O)Nc2ccc(Br)cc2)C(C)(C)c2ccccc21,16%,-1%,1.5%,3%,-6%,13%,27%,1.3%,-0.3%
COc1ccccc1C(=O)N/N=C/C(C)=C/c1ccccc1,11%,19%,0.9%,16%,-32%,-62%,-1%,-3.8%,-0.1%
COc1ccccc1-c1nn2c(-c3ccco3)nnc2s1,-10%,8%,13%,6%,-83%,-52%,8%,-5.4%,-0.2%
Cc1c(C(=O)N2CCN(c3ccccc3)CC2)sc2ncnc(N3CCC(C)CC3)c12,0%,3%,-0.7%,·,19%,8%,3%,0.8%,-0.2%
COc1cc(NC(=O)N2CCOCC2)cc(OC)c1,9%,16%,0.5%,11%,-9%,-8%,-13%,-1.1%,-0.1%
Nc1ccc(Oc2ccc3nc(-c4ccccc4)c(-c4ccccc4)nc3c2)cc1,18%,-1%,-0.7%,11%,25%,-14%,8%,-0.2%,1.9µM*
CSc1nc2nc(-c3ccccc3)cc(C(F)(F)F)n2n1,-19%,3%,-1.3%,15%,-5%,-8%,-50%,4.0%,-0.1%
Cc1ccc(NC(=O)COC(=O)c2ccccc2-c2nc3ccccc3s2)c(C)c1,93%,11%,1.4%,15%,-5%,-16%,6%,2.0%,0.7%
CCOC(=O)N1CCN(c2ccc(Cl)cc2)CC1,5%,25%,-0.4%,11%,-15%,-26%,·,1.6%,1.0%
O=C(C1CCCN(S(=O)(=O)c2ccc(F)cc2)C1)N1CCCC1 (configuration not stated),8%,6%,-7.0%,10%,49%,-5%,4%,-1.5%,-0.1%
CCOc1ccc(C2C(C#N)=C(N)Oc3cc(O)ccc32)cc1OCC (configuration not stated),-10%,17%,5.2%,8%,-66%,-3%,-13%[20 µM],-5.5%,0.0%
Cc1cccc(NC(=O)CCCN2C(=O)c3ccccc3C2=O)n1,-9%,-7%,1.5%,2%,8%,11%,-7%,-1.0%,0.2%
CCN(CC(=O)NCc1ccc(F)cc1)C(=O)/C=C/c1cc(OC)ccc1OC,-3%,·,-1.2%,4%,11%,-20%,-22%,-5.0%,0.3%
CCOC(=O)c1c(CN(CC)CC)oc2ccc(OC)cc12,-2%,6%,0.0%,3%,13%,-6%,-19%,-2.0%,-0.2%
COc1ccc(-c2ncccc2O)cc1,19%,18%,-0.4%,4%,-3%,-18%,-12%,-2.0%,-0.1%
Cc1c(C(=O)NN2CCN(C)CC2)cccc1[N+](=O)[O-],19%,8%,-1.1%,3%,14%,-1%,-5%,-1.0%,0.8%
CC(C)(C)[C@@H]1C=C(C(=O)N2CCN(Cc3ccc4c(c3)OCO4)CC2)O[C@H](OCc2ccc(CO)cc2)C1,11%,14%,0.8%,10%,-8%,3%,8%,-2.1%,-0.2%
CC(C)CC(COCc1ccc([N+](=O)[O-])cc1)N1CCN(C(=O)c2ccc(C(F)(F)F)cc2)CCC1=O (configuration not stated),42%,6%,-3.4%,14%,-9%,1%,-3%,-1.8%,-0.3%
CCOc1ccc(N2CC(=O)Nc3ccccc3NCC2=O)cc1,11%,14%,1.3%,8%,2%,-5%,12%,11%,-0.2%
CCC(=O)Nc1ccc(-c2nn3c(C)nnc3s2)cc1C,-1%,9%,-0.8%,-2%,-2%,-33%,22%,·,0.3%
COc1ccccc1CNC(=O)c1cccc(S(=O)(=O)N2CCN(C)CC2)c1,12%,9%,1.4%,5%,15%,-33%,-10%,-1.0%,-0.2%
CC(=O)NC1(C(F)(F)F)C(=O)NC(C)=C1C#N (configuration not stated),-10%,-5%,32%,7%,-27%,-24%,-20%,0.9%,-0.2%
COc1cc(CC(=O)OCC(=O)Nc2ccc(Cl)c(S(=O)(=O)N(C)C)c2)cc(OC)c1OC,-1%,6%,-1.1%,9%,-8%,-12%,-11%,7.0%,-0.1%
CC1(C)CC(=O)C2=C(C1)OC1OC(=O)CC21C (configuration not stated),2%,5%,0.6%,10%,14%,-28%,-19%,-5.8%,-0.6%
CCN(CC)C(=O)Oc1cc2c(-c3cc4cccc(OC)c4o3)cc(=O)oc2cc1C,17%,12%,-1.7%,4%,17%,5%,12%,-1.6%,-0.2%

# Next part.
SMILES,GPR55 LPI antagonism,SV40 large T antigen,HIV fusion peptide,Rac1 GTP hydrolysis,HEK293 NOD2/NF-kB,NOD1 NF-kB reporter,KOR beta-arrestin-1,KOR beta-arrestin-2,GPR55 beta-arrestin
C/C(=N\OC(=O)c1ccccc1F)c1nccs1,7%,7%,-2.2%,7%,14%,3%,2%,-0.1%,0.2%
O=C(c1nn(Cc2ccccc2)c(=O)c2ccccc12)N1CCN(C/C=C/c2ccccc2)CC1,20%,4%,-1.3%,13%,17%,29%,22%,-3.1%,0.0%
CN(C(=O)CN1C(=O)/C(=C/c2ccc(F)cc2)SC1=S)C1CCS(=O)(=O)C1 (configuration not stated),-6%,6%,0.2%,-7%,10%,-21%,-16%,2.3%,-0.2%
CCN(CC)c1nc2c(c(=O)[nH]c(=O)n2C)n1Cc1ccccc1,-6%,13%,-1.3%,1%,8%,-27%,-36%[20 µM],-1.8%,0.2%
Cc1ccc(C(=O)Nc2cccc(-c3cnc4ccccc4n3)c2)cc1,-13%,10%,-3.0%,1%,-11%,-4%,-15%,1.2%,0.2%
Cn1ncc([N+](=O)[O-])c1C(=O)N/N=C/c1c[nH]c2ccccc12,-2%,15%,-0.3%,-7%,9%,-14%,12%[20 µM],-4.0%,-0.2%
S=C(NCc1ccccc1)NCC1COc2ccccc2O1 (configuration not stated),1%,0%,-2.0%,-11%,-28%,-14%,37%,-5.3%,-0.4%
Cc1ccc(NC(=O)CSc2nnc(-c3ccccn3)n2N)c(Br)c1,13%,8%,-1.8%,·,12%,-1%,12%,-1.0%,-0.1%
CCc1ccc(O)c(N=Cc2cccc(C)c2O)c1,15%,6%,11%,45µM*,10%,0%,-17%,-0.8%,0.4%
Cc1cc2nc(/C(C#N)=C/c3ccncc3)[nH]c2cc1C,-3%,15%,-0.6%,10%,-59%,-45%,-50%,-5.8%,-0.2%
